Source: PubChem
PABP1 MLLE inh: inhibitors of PABP1 MLLE–PAM2 peptide binding, primary screen, biochemical, fluorescence polarization, FITC-PAM2, GST-MLLE; Polyadenylate-binding protein 1 (Homo sapiens), P11940; inhibition, % at 20 µM; hit rate 0.36% among 360,000; in the data active = inhibition above about 35%, passing the limit was not always enough;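 also: plate controls were DMSO wells with GST-MLLE for no effect and wells lacking GST-MLLE protein for full effect; some results filed as inactive read as strong as hits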
Tb MetRS inh: T. brucei MetRS inhibitors, primary screen, biochemical, luminescence; methionyl-tRNA synthetase (Trypanosoma brucei brucei); AID 624268, 2012; hit rate 0.4% among 360,000; purified T. brucei MetRS, ATP depletion, Kinase-Glo luminescence; inhibition, % at 11.9 µM;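 active = inhibition above a per-plate cutoff of the control wells' mean inhibition plus 3 SD, cut at about 5.5% in these data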;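 also: 0% = DMSO wells median and 100% = median of wells with control inhibitor compound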
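Material: T. brucei methionyl-tRNA synthetase, purified; reagent: substrates ATP, L-methionine and bulk Escherichia coli tRNA; dosing: 11.9 µM single point; timing: 15 min plus 2 h at 25 °C; detection: luminescence of leftover ATP; evaluation: % inhibition; control set: DMSO-only wells as low control; replicates: singlicate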
LMPTP inh: LMPTP phosphatase inhibitors, primary screen, biochemical, fluorescence intensity, uHTS; Low molecular weight phosphotyrosine protein phosphatase (Homo sapiens), P24666; recombinant LMPTP-A, OMFP fluorogenic substrate; inhibition, % at 20 µM; hit rate 0.22% among 360,000;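 active = compounds that cut the enzyme signal by at least half of the control window in the single-dose screen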;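 also: plate controls were DMSO wells with enzyme plus substrate for no effect and substrate without enzyme for full effect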
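test system = LMPTP-A | amount = 0.625 nM LMPTP-A final | reagent = fluorogenic phosphatase substrate OMFP at 400 µM final | incubation = 50 min at room temperature | benchmarks = no-enzyme low control, uninhibited high control | medium = Bis-Tris pH 6.0, DTT, detergent | signal = fluorescence intensity of OMFP turnover product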
NadD block: inhibitors of S. aureus NadD, primary screen, biochemical, colorimetric, uHTS; purified NadD enzyme, colorimetric absorbance read-out; inhibition, % at 20 µM; hit rate 0.78% among 360,000; AID 602399, 2012; in the data active = inhibition above about 26%; also: some compounds past the cut are filed as inactive
Rpn11 inh: Rpn11 (PSMD14) deubiquitinase inhibitors, primary screen, biochemical, fluorescence polarization, uHTS | 26S proteasome non-ATPase regulatory subunit 14 (Homo sapiens), O00487 | human 26S proteasome, Ub4-pepOG fluorescence polarization; 20S core pre-blocked with epoxomicin | calls only at 20 µM | hit rate 0.59% among 360,000 | AID 588493, 2011;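 active = inhibition at 20 µM, scaled to each plate's controls, above about 33%, limit read from the data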
Scp-1 inhibitor: Scp-1 phosphatase inhibitors, primary screen, biochemical, colorimetric, uHTS | hit rate 0.88% among 340,000 | Recombinant Scp1, phosphopeptide, malachite green phosphate absorbance | inhibition, % at 20 µM | AID 493091, 2011 | Carboxy-terminal domain RNA polymerase II polypeptide A small phosphatase 1 (Homo …;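 active = inhibition above about 50% at 20 µM, limit read from the data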;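 also: plate controls were DMSO wells with enzyme for no effect and wells lacking enzyme for full effect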
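System: truncated SCP-1 phosphatase (76-261aa); medium: Tris acetate buffer pH 5.5 with MgCl2 and Tween-20; incubation: 45 min room-temperature reaction, 5 min colour, 30 min stabiliser; compound: single 20 µM dose, 1% DMSO; reagent: Phosphorylated 17-residue peptide substrate; read-out: % inhibition at 20 µM; technique: colorimetric free-phosphate detection, absorbance 630 nm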
SUMO1 PPI mod: modulators of SUMO1 protein-protein interactions, primary screen, biochemical, uHTS. Small ubiquitin-related modifier 1 (Homo sapiens), P63165. inhibition, % at 20 µM. hit rate 0.33% among 360,000. AID 602429, 2012. SUMO1 binding to a labelled peptide, TR-FRET, 1 h; in the data active = inhibition above about 37%
Target sequence (P63165 whole entry, looked up): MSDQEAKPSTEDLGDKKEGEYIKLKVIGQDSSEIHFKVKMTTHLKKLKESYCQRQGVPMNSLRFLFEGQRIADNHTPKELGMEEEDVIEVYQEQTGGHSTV
CSN deneddyl inh: inhibitors of CSN-mediated cullin deneddylation, primary screen, biochemical, fluorescence polarization, uHTS | COP9 signalosome complex subunit 5 (Homo sapiens), Q92905 | Purified CSN, SCF-Nedd8-OG deneddylation | inhibition, % at 12.5 µM | hit rate 0.38% among 360,000 | AID 651999, 2013;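 active = pattern-corrected inhibition above about 35%, with an unprinted fluorescence ratio check between 0.5 and 1.5, limit read from the data, passing the limit was not always enough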;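 also: 0% = enzyme with substrate and 100% = substrate without enzyme; some results filed as inactive read as strong as hits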
Target sequence (Q92905 whole entry, looked up, one chain of several): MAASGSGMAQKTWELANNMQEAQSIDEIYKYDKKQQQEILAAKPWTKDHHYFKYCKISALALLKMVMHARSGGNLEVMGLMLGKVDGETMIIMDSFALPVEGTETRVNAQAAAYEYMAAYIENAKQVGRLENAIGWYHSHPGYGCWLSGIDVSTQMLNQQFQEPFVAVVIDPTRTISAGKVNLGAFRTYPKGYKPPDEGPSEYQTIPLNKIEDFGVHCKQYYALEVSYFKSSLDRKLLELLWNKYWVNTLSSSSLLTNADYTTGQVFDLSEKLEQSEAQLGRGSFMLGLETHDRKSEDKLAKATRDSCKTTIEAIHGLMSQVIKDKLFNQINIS
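Assay system: purified human Csn5 enzyme expressed in HEK293T cells; Input: 0.24 nM Csn5 enzyme, final concentration; Reagent: 10 nM SCFSkp2-Nedd8OG; Compound dosing: 12.5 µM single point; Times: reaction 90 min, room temperature; Technique: fluorescence polarization readout.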
DNMT1 inh: human DNMT1 methyltransferase inhibitors, primary screen, biochemical, molecular beacon, fluorescence, HinP1I cleavage, uHTS; inhibition (reported as % activation of signal), % at 10 µM; DNA (cytosine-5)-methyltransferase 1 (Homo sapiens), P26358; hit rate 0.83% among 360,000; in the data active = inhibition above about 50%
STEP block: STEP phosphatase inhibitors, primary screen, biochemical, fluorescence intensity, uHTS; Tyrosine-protein phosphatase non-receptor type 5 (Homo sapiens), P54829; recombinant STEP, OMFP fluorogenic substrate; inhibition, % at 20 µM; hit rate 0.25% among 360,000; AID 588621, 2011;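 active = inhibition at 20 µM, scaled per plate between control wells, above about 37%, limit read from the data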;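 also: 0% = DMSO with enzyme and substrate and 100% = substrate only without enzyme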
Target sequence (P54829 whole entry, looked up): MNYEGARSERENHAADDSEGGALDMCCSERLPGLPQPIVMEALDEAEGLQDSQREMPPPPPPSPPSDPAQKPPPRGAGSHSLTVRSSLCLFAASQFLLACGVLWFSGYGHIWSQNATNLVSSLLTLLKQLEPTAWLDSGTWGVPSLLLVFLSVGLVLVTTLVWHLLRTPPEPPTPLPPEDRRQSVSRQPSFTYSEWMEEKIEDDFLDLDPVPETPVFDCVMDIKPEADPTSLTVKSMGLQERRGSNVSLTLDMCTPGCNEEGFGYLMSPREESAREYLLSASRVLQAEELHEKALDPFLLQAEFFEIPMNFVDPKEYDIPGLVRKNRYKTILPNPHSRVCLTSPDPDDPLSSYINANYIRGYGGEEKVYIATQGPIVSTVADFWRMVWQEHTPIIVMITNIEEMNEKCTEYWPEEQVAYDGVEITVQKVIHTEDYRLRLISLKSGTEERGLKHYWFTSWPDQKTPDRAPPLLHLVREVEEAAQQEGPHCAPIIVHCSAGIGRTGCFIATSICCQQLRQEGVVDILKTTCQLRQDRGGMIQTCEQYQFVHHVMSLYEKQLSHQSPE
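Assay system: isolated STEP enzyme. Buffer or medium: pH 6.0 Bis-Tris with DTT and Tween 20. Also added: fluorogenic phosphatase substrate OMFP at 25 µM final. Dosing: 20 µM, 1% DMSO. Timing: 20 min reaction, room temperature, in the dark. Measured by: fluorescence intensity, excitation 480 nm, emission 540 nm. Evaluation: normalized % inhibition.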
* = called active by the depositor; i = inactive; / = no result given; + = active, no number. No enrichment for hits; 3.6% or so of the library scored in one or more.

Every second line gives: PABP1 MLLE inh	Tb MetRS inh	LMPTP inh	NadD block	Rpn11 inh	Scp-1 inhibitor	SUMO1 PPI mod	CSN deneddyl inh	DNMT1 inh	STEP block
> Nc1nc(NC(=O)/C=C\C(=O)O)nn1-c1ccccc1
 : 19	-0.1	0.1	-4	i	16	1	-1	9	1
> CCCCNc1c(-c2ccc(SC(C)CC)cc2)nc2ccc(Cl)cn12 (stereo not drawn)
 : /	-1.4	0.1	15	/	/	-6	-4	/	/
> CC12CCCCC1NS(=O)(=O)OC2 (stereo not drawn)
 : -6	-0.3	-1.4	4	i	-1	-4	1	7	0
> O=C(Nc1nc2cc3c(cc2s1)OCCO3)c1ccc(N2C(=O)CCC2=O)cc1
 : -16	-0.5	2.4	9	i	-13	-1	-4	-2	-3
> CCCCOC(=O)CSc1n[nH]c(=O)[nH]c1=O
 : -6	0.1	-2.1	-7	i	3	-2	4	0	-5
> O=C(O)Cc1ccc(NC(=O)Nc2ccc3c(c2)OCO3)cc1
 : -10	-0.8	-0.8	-6	i	-1	6	1	3	2
> CCN(CC)CCN1C(=O)C(=O)/C(=C(/O)c2c(C)[nH]c(C(=O)OC)c2C)C1c1ccccc1OC (stereo not drawn)
 : 1	-0.3	-0.8	-1	i	0	4	-2	-3	4
> Cc1ccccc1C(=O)NCCSc1ccccc1
 : -1	-1.0	-1.6	-6	i	-5	-2	-3	0	-5
> O=S(=O)(c1ccccc1)N1CCN(Cc2cc3c(cc2Br)OCCO3)CC1
 : -5	0.2	1.9	3	i	-2	-1	2	-10	-2
> CSc1nnc2c3c4c(sc3c(=O)n(-c3ccccc3)n12)CC(C)(C)OC4
 : -8	-0.2	-1.4	-3	i	-2	2	-2	2	0
> O=C(CN1CCN(Cc2ccccc2Cl)CC1)N/N=C/c1ccco1
 : -3	0.1	-0.9	-4	i	-7	-3	1	0	-2
> COc1ccc([N+](=O)[O-])cc1NC(=O)CC1SC(=Nc2cccc(C)c2C)N(/N=C(\C)c2ccc(C)cc2)C1=O (stereo not drawn)
 : -8	-0.1	1.9	27*	i	-9	-2	9	-2	1
> O=C1CC2C(CC(OC(=O)c3ccc(-c4ccccc4)cc3)C2CO)O1 (stereo not drawn)
 : 10	-1.7	0.1	-5	i	-10	-1	3	0	1
> CCOC(=O)[C@H]1[C@H]2COc3ccc(Br)cc3[C@H]2N2C(=O)CN(Cc3ccc(Cl)cc3)C(=O)[C@@]12C
 : -6	0.9	2.0	4	i	4	1	3	-6	-2
> O=C1CC2(CCN(C(=O)c3cccc(F)c3)CC2)Oc2ccccc21
 : -3	-0.5	-0.3	0	i	-1	1	0	1	1
> CSC12CCCN(CCC(C(C)(C)C)C1)C2=O (stereo not drawn)
 : /	-1.6	1.3	1	/	/	9	-1	/	/
> Cc1ccc(S(=O)(=O)N(C)C)cc1NC(=O)CSc1nc2ccccc2[nH]1
 : -23	-0.1	-0.8	-1	i	-6	3	-3	-2	-3
> Cc1ccc(N(Cc2ccccc2)C(=O)CSC(C)C(=O)Nc2cc(C)on2)cc1 (stereo not drawn)
 : -7	-0.4	-4.0	1	i	/	-9	-3	3	-1
> COc1ccccc1NC(=O)COc1ccc(C(=O)OCC(=O)N(C(C)C)C(C)C)cc1OC
 : -7	-0.9	1.6	-1	i	-12	2	3	-6	2
> O=C(NCc1ccccc1)c1cc(S(=O)(=O)N2CCC3(CC2)OCCO3)ccc1F
 : 1	-0.1	-1.7	-8	i	-3	-1	4	0	-3
> C=CCN1C(=O)/C(=C2/Sc3ccc(OC)cc3N2C)SC1=Nc1cccc(O)c1
 : -44	0.4	-0.7	17	+	1	-5	25	-11	2
> O=C1c2cccnc2C(O)N1Cc1ccco1 (stereo not drawn)
 : -2	-0.5	0.1	1	i	12	3	-3	1	-4
> CCOc1ccc(-c2c(C(=O)N/N=C/c3ccc(O)cc3)nnn2-c2nonc2N)cc1
 : 4	0.0	0.3	-3	i	-1	0	4	-7	1
> CC(=O)NC(C)C(c1cccs1)N1CCN(c2ccccc2)CC1 (stereo not drawn)
 : -2	-0.6	0.2	-10	i	-6	-1	-7	0	2
> CCC(C)NC(=O)c1csc2c1CCCCC2 (stereo not drawn)
 : -6	-0.8	-1.8	0	i	-12	1	0	1	-3
> O=C(Nc1ccc(S(=O)(=O)N2CCN(c3ccccc3)CC2)cc1)c1cccs1
 : -1	-1.0	4.1	13	i	-2	-5	-2	-7	0
> CCOC(=O)c1cc(NC(=O)Nc2nc3ccccc3s2)c(C)nc1C
 : 3	-0.1	0.2	-3	i	0	0	-14	26	2
> O=C(c1c(Cl)nc2sccn12)N1CCN(c2cccc(Cl)c2)CC1
 : -9	-0.1	0.7	4	i	1	3	-2	-2	0
> CC(C)C[C@H](NC(=O)c1[nH]cnc1C(=O)N[C@@H](Cc1ccccc1)C(=O)OCc1ccccc1)C(=O)OCc1ccccc1
 : 12	-0.3	0.2	6	i	-11	1	-1	-4	1
> Cc1ccc(Cn2nnc3c(=O)[nH]c(C4CCN(S(=O)(=O)c5ccc(F)cc5)CC4)nc32)cc1
 : 13	-0.5	1.9	15	i	-2	2	-1	-5	-3
> O=C(CCC(=O)Nc1nnc(C2CCCCC2)s1)Nc1ccccc1
 : 4	-0.5	0.2	-6	i	-5	-3	-4	7	-1
> COC(=O)[C@@H]1C[C@@H]2CC[C@@H](O)C[C@@H]2N1Cc1ccc(Cl)cc1
 : -31	-0.4	-0.6	4	i	-6	6	8	-15	-3
> CC12CCC(=O)CC1CCC1C2CCC2(C)C1CCC2(O)C(=O)CO (stereo not drawn)
 : 9	-0.7	0.7	1	i	8	6	-1	7	-1
> COc1ccc(Cl)cc1NC(=O)CN(C)C(=O)c1cn(-c2ccccc2)nc1-c1cccnc1
 : 1	-0.5	2.0	1	i	11	0	-4	-5	0
> CCOC(=O)CNC(=O)N1CCc2ccc(NC(=O)c3ccccc3Cl)cc2C1
 : -6	-0.2	-0.1	2	i	-10	-2	4	0	-2
> CNC(=S)Nc1cccc(S(=O)(=O)NCc2ccco2)c1
 : 8	0.2	-0.9	1	i	3	-4	-2	-1	1
> CSCCC(NC(=O)c1ccccc1Cl)C(=O)NCCc1ccccn1 (stereo not drawn)
 : 5	-0.5	-1.5	-2	i	-6	1	-2	0	-1
> O=C(NCCCCNC(=O)c1ccccc1F)c1ccccc1F
 : 3	-0.7	-0.2	-1	i	-6	-1	-1	1	0
> CCN(CC(=O)Nc1c(F)cccc1F)C(=O)c1ccccc1F
 : 4	-1.4	-1.2	-1	i	-4	2	-2	1	-1
> CCCCCC1CC(CC(C)C(=O)Nc2nncs2)C(=O)O1 (stereo not drawn)
 : 5	-0.7	-2.1	-1	i	-2	0	0	3	-6
> CCCCN(CCCC)c1cn[nH]c(=O)c1Cl
 : -6	-1.5	-2.5	0	i	-5	0	2	2	3
> CCOC(=O)N1CCN(C(C(=O)NC2CCCC2)c2cccc(OC)c2OC)CC1 (stereo not drawn)
 : /	-0.2	0.1	/	/	/	1	4	/	/
> CCn1ccnc1CN(C)Cc1c(C(=O)N2CCCCCCC2)nc2ccc(Cl)cn12
 : 2	-0.3	-1.2	-5	i	-8	-1	-4	-1	-1
> Cc1ccc(NC(=O)/C(=C\c2ccc([N+](=O)[O-])cc2)NC(=O)c2ccccc2)cc1
 : -10	0.2	1.5	1	i	0	-1	1	9	-3
> CCOn1c(=O)c(-c2ccc(Br)cc2)[n+]([O-])c2ccccc21
 : -8	-1.0	-1.2	2	i	-10	-38	-2	1	-1
> COc1cccc(-c2ccc(NC(=O)C3CCCN(Cc4ccc(CO)o4)C3)cc2)c1 (stereo not drawn)
 : -13	-0.3	3.7	-4	i	0	0	4	-9	3
> Cc1cc(C)c(NC(=O)CSc2nnc(CNC(=O)c3ccco3)o2)c(C)c1
 : 9	-0.5	-1.5	-3	i	-5	-5	-2	3	-3
> COc1ccccc1Oc1coc2c(CN3CCOCC3)c(O)ccc2c1=O
 : 3	-0.9	0.3	-6	i	-2	4	2	0	-1
> Cc1nnc(NC(=O)CSc2n[nH]c(-c3ccccc3C)n2)s1
 : -17	-0.4	-1.1	2	i	-5	2	-1	1	0
